# Screening results as filed in PubChem BioAssay.
# MEKK3 PB1 HTS = modulators (inhibitors or enhancers) of MEK5 binding to human MEKK3 PB1 domain; AID 1529; binding response (% of control), % at 10 µM; 290,000 tested, 1.4% active; bead-based flow cytometry, Alexa488-MEK5 binding to MEKK3; actives lie on both sides; 0 = blocked by unlabeled MEK5, 100 = vehicle;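 active = binding response more than 3 SD above or below the average of its plate-row segment, actives on both sides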;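 also: Alexa488 bead fluorescence after subtracting the streptavidin-only scavenger bead signal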
# Target sequence (Q99759 whole entry, looked up, the tested form may be a part): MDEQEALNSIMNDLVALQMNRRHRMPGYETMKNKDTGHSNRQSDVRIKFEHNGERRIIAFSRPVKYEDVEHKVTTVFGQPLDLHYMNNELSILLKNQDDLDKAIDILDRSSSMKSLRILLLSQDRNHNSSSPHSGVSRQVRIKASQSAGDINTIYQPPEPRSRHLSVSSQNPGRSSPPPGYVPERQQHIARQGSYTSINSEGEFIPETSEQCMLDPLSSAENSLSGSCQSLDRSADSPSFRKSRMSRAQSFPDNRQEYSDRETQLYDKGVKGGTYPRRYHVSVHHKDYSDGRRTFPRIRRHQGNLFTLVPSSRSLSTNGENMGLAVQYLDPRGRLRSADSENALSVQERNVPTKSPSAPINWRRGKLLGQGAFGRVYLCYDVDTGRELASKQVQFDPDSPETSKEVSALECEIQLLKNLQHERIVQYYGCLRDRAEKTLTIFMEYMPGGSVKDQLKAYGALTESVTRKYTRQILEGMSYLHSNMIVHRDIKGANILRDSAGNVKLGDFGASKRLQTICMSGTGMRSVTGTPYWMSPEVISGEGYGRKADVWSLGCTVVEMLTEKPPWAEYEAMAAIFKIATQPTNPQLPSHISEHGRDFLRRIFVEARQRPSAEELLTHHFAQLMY
# NALP1 yeast inh = blocks the NALP1 inflammasome reconstituted in yeast; S. cerevisiae NALP1/ASC/caspase-1 growth, X-gal OD620, 72 h; inhibition, % at 10 µM; 280,000 tested, 0.61% active; in the data active = inhibition mostly above about 24%, no sharp cut-off; inactive = mostly below about 32%; also: some compounds called inactive have numbers as strong as hits
# MEKK2wt PB1 HTS = raises or lowers MEK5 binding to wildtype human MEKK2 PB1 domain; Q9Y2U5; bead flow cytometry, Alexa488-MEK5 binding to MEKK2 WT; actives lie on both sides; binding response (% of control), % at 10 µM; 290,000 tested, 1.1% active; in the data active = binding response below about 67% or above about 130%
# GalR3 antagonist = blocks the human galanin receptor 3 | 360,000 tested, 0.44% active | HEK293 GalR3-CNG cAMP membrane potential fluorescence; galR3 body fused to GalR1 C-terminus | inhibition, % at 3 µM | O60755;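 active = inhibition above the screen-wide average plus 3 SD, cut at about 13% in these data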;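 also: forskolin and galanin both at EC90 stimulate the cells; cAMP rise reported by CNG channel membrane potential dye signal; 0% = forskolin plus galanin with DMSO and 100% = forskolin alone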
# V1R ag counter = V1a receptor agonism, counter-screen for OXTR agonists; P37288; CHO-V1R cells, Fluo-8 calcium fluorescence, agonist mode; 0% DMSO, 100% 3 nM vasopressin; activation, % at 3 µM; 320,000 tested, 0.25% active;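 active = activation above the mean activation of all tested compounds plus 3 SD, per screening run, cut at about 20% in these data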;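 also: signal is peak over basal fluorescence ratio across a 100 second FLIPR read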
# MEKK2 mut-MEK5 = signal of MEK5 binding to mutant human MEKK2 PB1 domain; bead flow cytometry, Alexa488-MEK5 binding to MEKK2 mutant; percent response, % at 10 µM; 290,000 tested, 0.35% active; AID 1530; in the data active = percent response above about 24%, passing the limit was not always enough; also: inactives centre near 1; some results filed as inactive read as strong as hits; reference of the scale not given here
# GPR7 antagonist = blocks human GPR7 receptor signaling; GPR7-expressing cells, fluorescence antagonist assay; inhibition, % at 4.4 µM; 290,000 tested, 1.1% active; AID 1861; in the data active = inhibition above about 16%, passing the limit was not always enough;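 also: cells stimulated with the agonist NPW; 0% = agonist with vehicle and 100% = vehicle without agonist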
# Target sequence (P48145 whole entry, looked up): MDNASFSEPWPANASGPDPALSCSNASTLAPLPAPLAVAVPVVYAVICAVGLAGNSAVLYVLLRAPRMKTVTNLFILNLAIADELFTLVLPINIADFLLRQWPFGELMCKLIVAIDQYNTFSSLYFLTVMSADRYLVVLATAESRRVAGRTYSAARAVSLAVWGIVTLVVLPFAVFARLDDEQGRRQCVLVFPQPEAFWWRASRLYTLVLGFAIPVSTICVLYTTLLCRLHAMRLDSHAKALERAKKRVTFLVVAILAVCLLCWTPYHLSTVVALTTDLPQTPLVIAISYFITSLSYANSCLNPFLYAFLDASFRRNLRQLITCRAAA
# PHOSPHO1 block = blocks human PHOSPHO1 phosphatase activity; inhibition, % at 13.3 µM; AID 1565; 290,000 tested, 1.1% active; recombinant PHOSPHO1, absorbance phosphatase assay; Q8TCT1; in the data active = inhibition above about 60%
# OXTR agonist = activates the human oxytocin receptor. P30559. activation, % at 3 µM. CHO-OTR cells, Fluo-8 calcium fluorescence; normalized: DMSO 0%, oxytocin 100%. 320,000 tested, 0.32% active;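 active = activation above the mean of all tested compounds plus 3 SD, cutoff set per screening run, cut at about 20% in these data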;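 also: peak over basal fluorescence ratio from a 100 s FLIPR kinetic read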
# An asterisk follows results filed as active; nt = not tested or not shown.
structure,MEKK3 PB1 HTS,NALP1 yeast inh,MEKK2wt PB1 HTS,GalR3 antagonist,V1R ag counter,MEKK2 mut-MEK5,GPR7 antagonist,PHOSPHO1 block,OXTR agonist
CN(C)S(=O)(=O)c1ccc(Cl)c(NC(=O)COC(=O)C2CCCO2)c1 (configuration not stated),99,nt,99,-9,0.7,0,-8,-8,0.1
O=C(O)CC(c1ccccc1)c1ccccc1,86,11,91,-7,0.2,-5,-1,2,0.4
N#Cc1ccc2ccn(CC(=O)NCc3ccccc3)c2c1,91,12,85,-12,0.7,-13,2,16,-1.1
O=C(Nc1ccc(N2CCOCC2)cc1)Nc1ccc2nsnc2c1,101,-9,98,4,8.5,-10,-4,-1,6.1
COc1ccc(/C=C2\N=C(c3ccc(C)cc3)OC2=O)cc1,102,13,103,-7,0.8,8,-7,29,0.8
COc1ccc(N(C(=O)c2ccco2)S(=O)(=O)c2ccc(F)cc2)cc1,107,0,94,-5,-0.8,6,-6,-4,-1.7
Cc1ccc(NC(=O)COC(=O)CCC(=O)c2cccs2)cc1,98,33,100,-2,1.6,0,-9,-14,-0.5
O=C(NC1CCCCC1)c1ccc(Cn2cc(Br)cn2)o1,98,2,98,-3,-0.6,-2,0,9,-2.2
O=C(Nc1ccc(N2CCN(C(=O)c3cccs3)CC2)cc1)c1ccco1,101,0,101,-8,3.3,1,7,42,1.3
C=CCSc1nc(-c2ccc(OC)cc2)c(C#N)c(=O)n1CC=C,103,-21,97,-4,nt,1,-9,60*,nt
Cn1c(Cc2ccccc2)nnc1SCC(=O)NC1CCCC1,101,4,103,-12,1.0,-5,39*,46,-0.3
CCn1c(SCC(=O)c2ccccc2)nc2c(c1=O)SC(C)C2 (configuration not stated),98,17,98,-1,2.1,0,0,-1,-1.4
O=C(Oc1ccccc1)c1cccc2cccnc12,103,-9,103,-4,-0.3,5,19,0,-1.1
N#Cc1ccc(C(=O)OCC(=O)Nc2ccc(N3CCOCC3)cc2)cc1,106,-10,100,-3,3.0,-1,-10,-6,3.5
COc1cccc2[nH]c(C(=O)NCCCN3CCCC3=O)cc12,100,14,101,-6,-0.3,2,-18,7,1.3
CN(C)CCCN(C(=O)c1ccc2c(c1)CCCC2)c1nc2cc3c(cc2s1)OCO3,103,-70,154*,-5,1.6,23,12,28,4.4
CCN(c1ccccc1)S(=O)(=O)c1ccc(OC)c(NC(=O)CNC)c1,103,-8,103,-9,1.2,-3,0,51,0.2
O=S(=O)(c1ccc(N2CCOCC2)cc1)N1CCOCC1,104,20,107,1,0.1,5,-4,-3,-0.3
CC(C)[C@H](NC(=O)N1CCn2c1nc1ccccc12)C(=O)N[C@@H](C(=O)O)c1ccccc1,94,15,99,-4,-0.1,-1,-7,19,0.1
COC(=O)C1=C(C)N(C(C)C)C(=O)C1(NC(C)=O)C(F)(F)F (configuration not stated),101,14,98,-4,5.0,4,0,-5,0.6
NC1=NC(=O)/C(=C/c2c(OS(=O)(=O)c3ccc(Cl)cc3)ccc3ccccc23)S1,101,23,100,-1,0.9,0,1,0,0.8
O=C(NC(=S)Nc1ccc2c(c1)OCCO2)c1ccccc1,106,6,100,-6,5.6,3,-8,-7,7.2
COc1cc(NC(=O)c2ccc(Cl)cc2)c(Cl)cc1NC(=O)c1cccnc1,98,18,93,1,0.0,-2,-16,63*,0.1
Cn1cc(SCC(=O)NC2CCCC2)c2ccccc21,98,8,99,-2,0.6,1,-8,43,-0.8
CC(C)CSC1=NSC2=NC(=O)/C(=C\c3cccs3)C(=N)N12,98,21,96,-2,1.6,-1,-2,-5,1.1
Cc1nc2ccccc2n1CCOc1ccccc1,105,19,107,-11,7.9,12,1,19,4.9
CCC1Oc2ccccc2N(CC(=O)NC2CCCC2)C1=O (configuration not stated),102,11,101,-7,-0.3,2,-11,14,-0.7
CCOC(=O)C1=C(COC(=O)Cc2ccc(Br)cc2)NC(=O)NC1C (configuration not stated),101,3,107,-2,6.4,5,7,27,0.4
COc1cccc2cc(C(=O)NCc3ccco3)c(=O)oc12,100,31,97,-5,-0.2,-2,-6,-7,7.8
CC1CCCCC1NC(=O)Cn1c(=O)oc2cc(S(=O)(=O)N3CCCC3)ccc21 (configuration not stated),94,11,97,1,1.6,-1,0,10,0.8
Cc1ccc(S(=O)(=O)CC(CN2CCOCC2)N2CCOCC2)cc1 (configuration not stated),100,2,103,-1,-0.1,0,0,37,1.2
Cc1ccc(C(=O)NNC(=O)c2ccc3ccccc3c2O)cc1,106,-39,110,-5,0.1,9,-12,nt,0.4
CCOC(=O)c1ccc(CNC(=O)C(Cc2c[nH]c3ccccc23)NC(C)=O)o1 (configuration not stated),95,-27,93,-3,1.0,0,-9,-7,0.2
CN(C)CCn1cnc2c(c1=N)C(c1ccccc1)c1ccc3ccccc3c1O2 (configuration not stated),106,7,142*,-11,6.8,17,29,-1,6.0
CN1C2C=C3C(C#N)=C(N)C(C#N)(C#N)[C@@H](c4cccc(F)c4)[C@@H]3C1CC2 (some centres not stated),103,7,101,-2,1.8,4,3,24,0.6
COc1ncnc2c1oc1nc(C(C)C)c3c(c12)CC(C)(C)OC3,105,11,105,-5,0.8,2,-3,-34,-0.6

# Random excerpt: 3 entries already listed.
structure,MEKK3 PB1 HTS,NALP1 yeast inh,MEKK2wt PB1 HTS,GalR3 antagonist,V1R ag counter,MEKK2 mut-MEK5,GPR7 antagonist,PHOSPHO1 block,OXTR agonist
CC1CCCCC1NC(=O)Cn1c(=O)oc2cc(S(=O)(=O)N3CCCC3)ccc21 (configuration not stated),94,11,97,1,1.6,-1,0,10,0.8
CN1C2C=C3C(C#N)=C(N)C(C#N)(C#N)[C@@H](c4cccc(F)c4)[C@@H]3C1CC2 (some centres not stated),103,7,101,-2,1.8,4,3,24,0.6
Cc1ccc(C(=O)NNC(=O)c2ccc3ccccc3c2O)cc1,106,-39,110,-5,0.1,9,-12,nt,0.4

# More results:
structure,MEKK3 PB1 HTS,NALP1 yeast inh,MEKK2wt PB1 HTS,GalR3 antagonist,V1R ag counter,MEKK2 mut-MEK5,GPR7 antagonist,PHOSPHO1 block,OXTR agonist
C[C@H](NC(=O)[C@@H]1Cc2ccccc2CN1)C(=O)NCC1CCCO1 (some centres not stated),103,-4,104,-8,0.1,1,-4,5,0.5
COc1ccccc1CNC(=O)c1c(O)c2cc(OC)c(OC)cc2[nH]c1=O,106,-12,109,3,0.7,9,-8,3,0.1
C=CCNC(=O)C1CC(=O)N(c2ccc(OCC(=O)Nc3ccc(Cl)cc3)cc2)C1 (configuration not stated),100,1,100,-5,8.4,2,-9,36,5.6
CCn1cc(S(=O)(=O)c2ccc(OC)cc2)c(=O)c2cc(OC)ccc21,92,7,90,-2,-0.3,-3,-8,34,-1.6
O=C(CSc1nc(O)c(Cc2ccccc2)c(=O)[nH]1)c1ccccc1,98,-12,94,-7,1.6,1,-3,12,0.6
O=C1CCC(=O)N1c1cccc(-c2nc3ccccc3o2)c1,95,1,92,-4,-0.7,-2,nt,-13,-1.9
CCCC(CCC(=O)Nc1cc([N+](=O)[O-])ccc1O)C(=O)O (configuration not stated),96,2,95,-2,1.4,-3,0,3,1.0
c1ccc(CSc2nnc3c(n2)OC(c2ccco2)Nc2ccccc2-3)cc1 (configuration not stated),98,14,94,nt,1.6,0,-3,41,1.1
CC(=O)CCN1C(=O)NC2(CCCc3ccccc32)C1=O (configuration not stated),104,4,109,-6,-0.8,4,-12,24,0.3
Cc1cc(-c2nn(C)c(=O)c3ccccc23)ccc1CNC(=O)NC1CCCCC1,92,19,91,-5,-1.2,-6,-2,30,-2.4
O=C(/C=C/c1ccccc1)Nc1ccc(S(=O)(=O)N2CCOCC2)cc1,106,0,108,0,7.2,10,-6,20,2.3
CCSc1nnc(NC(=O)CSc2nnc(CNC(=O)c3cc(OC)c(OC)c(OC)c3)o2)s1,90,10,94,-3,0.9,-9,-3,-9,-0.7
Cc1ccccc1C(=O)c1c[nH]c(C(=O)NCc2cccs2)c1,100,26,99,-1,1.4,3,3,42,0.0
O=C(/C=C/c1ccco1)NCC1OCCc2ccccc21 (configuration not stated),104,13,103,-3,-0.7,6,-7,42,-0.2
Cc1[nH]c2ccccc2c1C(=O)COC(=O)c1ccc2c(=O)n3c(nc2c1)CCC3,103,1,106,-2,-1.1,2,-18,43,-0.4
CCc1ccc(-c2cc(C(=O)Nn3cnnc3)c3ccccc3n2)cc1,102,1,98,-2,0.0,2,-2,51,0.0
CC(NC(=O)C1CCCN1S(=O)(=O)c1ccc2c(c1)n(C)c(=O)c(=O)n2C)c1ccccc1 (configuration not stated),90,16,90,-3,0.2,-7,4,-29,-1.0
Cc1cccc(-c2cc3nc4c(c(NCc5ccco5)n3n2)CCCC4)c1,110,20,136*,-9,-1.2,16,7,23,-2.1
COc1cc(NC(=O)CN(C)S(=O)(=O)c2ccc3c(c2)CCC(=O)N3)cc(OC)c1,103,-8,106,-2,0.1,10,-5,-19,-0.5
COc1ccc(F)cc1C(=O)C1CCCN(C(=O)Cc2c(C)noc2C)C1 (configuration not stated),86,7,86,-2,0.1,-13,-9,35,0.5
C[C@@H]1CC=C[C@H]2[C@H]1C(=O)N(Cc1ccccc1)[C@H]2c1ccc2ccccc2c1Br,96,nt,101,-6,nt,-1,nt,11,nt
Cc1ccc(C(=O)N2CCC3(CC2)Oc2ccc(Cl)cc2C(=O)C32CC(c3ccc(Cl)cc3)=NO2)s1 (configuration not stated),100,nt,103,-4,1.0,6,nt,-3,-0.1
COc1ccc(CCc2nnc(CCC(=O)NCCc3ncccc3C)o2)cc1,102,-7,94,-7,0.8,-5,-3,-1,0.2
COc1c(Cl)cc(Br)c(OC)c1C(=O)NC(=O)Nc1nc(C)cc(C)n1,108,6,101,-2,0.4,0,-3,43,-0.2
Cc1cc(=S)c2cccc(C)c2[nH]1,112,-4,111,21*,0.8,6,-6,35,0.6
Cc1occc1C(=O)NCCCc1ccccc1,100,7,98,-2,0.1,2,-2,-21,-0.9
O=C(Nc1nnc(CC(=O)N2CCOCC2)s1)C1COc2ccccc2O1 (configuration not stated),101,9,105,5,0.3,3,-10,-8,0.5
Cc1ccc(NC(=O)CN2C(=O)c3ccccc3S2(=O)=O)c(C)c1,103,7,106,-10,-0.3,2,-18,39,2.2
O=C(OCCN1C(=O)c2ccccc2C1=O)c1ccccc1,103,12,93,-7,0.0,-9,-7,9,-2.3
Cc1ccc(C)c(OCCCN2CCNCC2)c1,102,-21,107,-12,0.0,4,-4,nt,0.0
CCCn1c(-c2ccc(OC)cc2)nc2c(=O)n(C)c(=O)[nH]c21,108,3,106,-2,0.5,6,-14,-1,1.2
CC(=O)Nc1ccc(NC(=S)NC(=O)c2cc3ccccc3o2)cc1,97,30,100,-5,-0.1,-1,-8,-4,1.1
CCC(C)N=C1SCC(C)(/C=N/O)S1 (configuration not stated),128*,9,135*,-1,0.2,6,2,-10,-1.1
COC(=O)C1=C(C(=O)OC)[C@@H]2N(Cc3ccccc3)c3ccccc3[C@@]23C[C@@H](C(=O)OC)N(C(=O)c2cccs2)C3=N1,101,nt,97,-1,-0.3,5,nt,22,-1.1
CCOC(=O)CCC(=O)Nc1ccccc1C(N)=O,92,6,94,-3,0.7,-7,5,32,0.1
O=C(Nc1ccccc1)c1cnc2ccccc2n1,108,38,108,-10,-0.3,0,9,1,-0.4
